# EPAC2 antag: antagonists of human EPAC2; Potency, µM (series often up to 114 µM), inactives show at the top dose activity, negative = inhibition, most hits filed as inhibitors; 360,000 compounds, 0.18% hits; Q8WZA2; EPAC2 GEF exchange of Rap1B-BODIPY-GDP, fluorescence; AID 720708; further: potency means the concentration at half of the fitted maximal effect; on the % scale 0 is the no-effect control and ±100 the full control effect; nearly all actives have a fitted effect of over 45% in size; many of its hits are not listed in these tables
# Target sequence (Q8WZA2 whole entry, looked up): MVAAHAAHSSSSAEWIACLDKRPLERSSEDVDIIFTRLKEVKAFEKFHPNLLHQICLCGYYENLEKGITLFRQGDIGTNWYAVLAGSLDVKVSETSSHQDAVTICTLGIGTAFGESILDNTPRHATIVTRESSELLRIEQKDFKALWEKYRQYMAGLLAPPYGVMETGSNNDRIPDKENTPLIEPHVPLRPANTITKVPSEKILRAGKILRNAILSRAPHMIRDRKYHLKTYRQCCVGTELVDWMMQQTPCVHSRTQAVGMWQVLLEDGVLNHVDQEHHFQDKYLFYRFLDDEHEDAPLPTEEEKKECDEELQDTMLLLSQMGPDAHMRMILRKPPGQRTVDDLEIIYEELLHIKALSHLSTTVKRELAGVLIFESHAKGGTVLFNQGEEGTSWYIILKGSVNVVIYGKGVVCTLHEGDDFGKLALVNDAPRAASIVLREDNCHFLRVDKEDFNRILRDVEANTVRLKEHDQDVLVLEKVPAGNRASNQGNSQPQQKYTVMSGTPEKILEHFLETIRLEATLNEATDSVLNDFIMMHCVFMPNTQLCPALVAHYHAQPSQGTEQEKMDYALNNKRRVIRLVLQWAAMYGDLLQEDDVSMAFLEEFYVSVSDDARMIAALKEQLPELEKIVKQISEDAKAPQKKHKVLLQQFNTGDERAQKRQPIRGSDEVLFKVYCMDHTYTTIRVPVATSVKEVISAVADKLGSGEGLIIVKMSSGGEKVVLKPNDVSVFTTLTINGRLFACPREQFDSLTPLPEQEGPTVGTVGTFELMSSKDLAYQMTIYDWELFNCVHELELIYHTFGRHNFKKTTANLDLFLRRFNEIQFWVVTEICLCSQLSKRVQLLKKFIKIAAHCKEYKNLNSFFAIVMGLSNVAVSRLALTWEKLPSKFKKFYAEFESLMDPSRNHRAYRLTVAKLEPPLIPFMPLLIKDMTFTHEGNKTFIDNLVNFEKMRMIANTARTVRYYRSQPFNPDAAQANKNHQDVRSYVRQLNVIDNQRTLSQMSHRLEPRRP
# D3 ag: activates the human D3 dopamine receptor; 410,000 compounds, 0.58% hits; D3R DiscoveRx beta-arrestin cells, luminescence, 90 min; AID 652048; max activation, %; in the data active means max activation above about 30%; further: 0% is about no effect; mostly tested at two doses, the higher about 12 µM
#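 Cells at 1500/well, incubated overnight, then treated with pinned compounds (dopamine as control) for 90 min at 37 degrees C. DiscoveRx reagent added for 30 - 60 minutes at room temperature; luminescence read.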
# FUS suppressor: FUS proteinopathy suppression in yeast; 390,000 compounds, 0.24% hits; S. cerevisiae FUS-expressing, growth rescue, OD600, 24 h; Potency, µM (doses to about 76.6 µM), without a hit: top-dose growth rescue (activation), usual class: activators; AID 1347120;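 further: potency means the concentration at half of the fitted maximal effect; plate controls were DMSO vehicle for no effect and reference control for full effect; nearly all actives have a fitted effect of over 55% in size; some results filed as inactive show a strong effect at the top dose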
#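 Compound concentration series was pinned onto galactose-induced FUS-expressing yeast seeded at OD 0.005. Plates sat 24hr at 30C; absorbance at 600 nm gave growth. DMSO served as background control.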
# aSyn yeast inh: rescues yeast growth from alpha-synuclein toxicity; Yeast expressing alpha-synuclein, growth rescue, BacTiter-Glo, 24 h; Potency, µM (series often up to 46.1 µM), inactives show top-dose growth rescue (activation), usual class: activators; 370,000 compounds, 0.14% hits; AID 652106; further: potency means the concentration at half of the fitted maximal effect; % of control where 0% means no effect; nearly all actives have a fitted effect of over 65% in size
#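 Readout is rescue of growth in alpha-synuclein-expressing yeast, so inhibitors of toxicity appear as activators. Growth after 24 hr at 30 deg C in galactose medium is quantified by luminescence.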
# EPAC2 ag: EPAC2 (human) agonism. EPAC2 activation, biochemical qHTS; response scale: 100% = 6.5 mM cAMP response. Potency, µM (doses to about 154 µM), without a hit: at the top dose activation, actives largely listed as activators. 360,000 compounds, 0.079% hits; further: potency means the concentration at half of the fitted maximal effect; nearly all actives have a fitted effect of over 50% in size
#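 Fluorescence exchange assay: 100 nM EPAC2 with 250 nM RAP1B-BODIPY-GDP and 50 uM GDP; compounds tested as a concentration-titration series (qHTS). Loss of Rap1-bound BODIPY-GDP fluorescence read at 480/540 nm; data normalized to 6.5 mM cAMP.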
# Abeta rescue: A-beta toxicity reversal in yeast | Potency, µM (doses to about 46.1 µM), for inactives: at the top dose growth rescue, hits mostly activators | 410,000 compounds, 0.063% hits | yeast expressing A-beta42, growth rescue, OD600, 48 h; response scale: 0% DMSO, 100% iron-clioquinol control; further: potency means the concentration at half of the fitted maximal effect; nearly all actives have a fitted effect of over 55% in size
#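 Yeast growth medium received pinned compounds, then yeast cells expressing toxic A-beta were added; plates incubated at 30 C for 48 hr. Growth read as absorbance at 600 nm, normalized to DMSO and equimolar FeCl3 plus clioquinol controls.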
# TDP43 rescue: TDP-43 toxicity inhibition in yeast; TDP-43 expressing yeast growth rescue, BacTiter-Glo, 24 h; 410,000 compounds, 1.8% hits; AID 652104; Potency, µM (highest dose often 46.1 µM), for inactives: at the highest dose growth rescue (activation), most hits filed as activators; further: potency means the concentration at half of the fitted maximal effect; % of control where 0% means no effect; nearly all actives have a fitted effect of over 50% in size
#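 In this qHTS, compounds that restore growth of yeast expressing TDP-43 appear as activators. Cells (OD600=0.02, galactose medium, raffinose-pregrown) are incubated with compound 24 hr at 30 deg C and growth is quantified by BacTiter-Glo.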
# D3 antag: antagonists of human D3 dopamine receptor. 360,000 compounds, 2.5% hits. D3R cells, DiscoveRx beta-arrestin luminescence, antagonist mode; active compounds read low. max response, negative = inhibition, %. AID 652054; in the data active means max response below about -50%; inconclusive means no clear call, values can overlap the other calls; further: on the % scale 0 is the no-effect control and ±100 the full control effect; mostly tested at two doses, the higher about 12 µM
#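 Cells plated overnight at 1500 cells/well, then exposed to library compounds with dopamine controls for 90 minutes at 37 degrees C. DiscoveRx reagent added for 30–60 minutes at room temperature; luminescence read, quantitative HTS format.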
# An asterisk follows results filed as active; u = inconclusive; x = not tested or not shown; & = joins results of further samples; [ ] = another dose, or the depositor's remark. Unless noted, the call rests on the fitted dose curve; in most records, active means well fitted curve in the direction sought with a large enough effect; inconclusive means small, poorly fitted or top-dose-only effect, or another doubt; inactive means no such curve, though single readings can be large; an effect the other way counts as inactive or inconclusive.
1) Cc1ccc(CN2CC(C(=O)NNC(=O)Cn3ccc(C(F)(F)F)n3)CC2=O)cc1 (stereo not given)
2) Cc1cc(C)nc(SCC(=O)NNC(=O)c2ccccc2C)n1
3) COCc1nn2cc(-c3ccc(C)cc3)nc2s1
4) Cc1cc(NC(=O)CN2C(=O)CSc3ccc(S(=O)(=O)N(C)C)cc32)ccc1Br
5) O=c1c2cc(N3CCOCC3)ccc2[nH]c(=S)n1CCCN1CCCCC1
6) CCNc1nc(NCC)nc(OCCOC(=O)c2ccccc2)n1
7) CC(=O)CC(C)(C)Nc1nc2ccc([N+](=O)[O-])cc2o1
8) Cc1ccc(NC(=O)/C=C/c2ccc(C)o2)c(C)c1
9) COc1ccc(C(=O)COC(=O)CCN2C(=O)C3CC=CCC3C2=O)c(OC)c1 (stereo not given)
10) CC1(C)OC(=O)C(=CNc2ccccn2)C(=O)O1

Compound	1	2	3	4	5	6	7	8	9	10
EPAC2 antag	-1%	6%	x	x	13%[57.1 µM]	-7%	-4%	x	6%	-12%
D3 ag	10	3	-6	-8	-3	0	10	18	0	18
FUS suppressor	x	-8%	-3%	u	9%	17%	2%	1%	26%	-1%
aSyn yeast inh	-2%	2%	x	x	-13%	-2%	17%	x	6%	1%
EPAC2 ag	4%	6%	x	x	2%	-3%	5%	x	1%	-8%
Abeta rescue	25%	12%	-21%	-8%	-3%	11%	-13%	-17%	-5%	6%
TDP43 rescue	4%	16%	21%	6%	2%	u	0%	27%	-20%	-24%
D3 antag	5	15	x	x	0	16	20	x	11	-1

11) O=C(CSc1nc(=O)n(Cc2ccncc2)c2c1CCC2)Nc1ccc(F)cc1F
12) Cc1oc(-c2ccccc2Cl)nc1CSc1nc2ncccc2[nH]1
13) Cc1cc(Cl)ccc1NC(=O)C1CCCN1C(=O)c1cccs1 (stereo not given)
14) COC(=O)c1ccc(N2NC(=O)/C(=C/c3ccc(-c4ccc(Cl)c(C(=O)O)c4)o3)C2=O)cc1
15) COc1cccc(OC)c1OCCNCC1CSc2ccccc2O1 (stereo not given)
16) COc1ccc(/C(C)=N/NC(=O)Cc2c(C)nc(C)[nH]c2=O)cc1
17) COc1cc2ccc(=O)oc2cc1O
18) C/C(=N\NC(=O)Cc1ccccc1Cl)c1cccnc1
19) CCCCCCNC(=O)CCc1c(C)nc2nc(-c3cc(OC)cc(OC)c3)nn2c1C
20) COc1ccc(-c2nnc(NC(=O)c3cc(C)on3)s2)cc1

Compound	11	12	13	14	15	16	17	18	19	20
EPAC2 antag	x	x	0%	10%	4%	-4%	-14%	0%	x	1%
D3 ag	0	8	-9	11	-81	-4	6	1	8	-3
FUS suppressor	3%	3%	7%	27%	21%	1%	-23%	-9%	17%	28%
aSyn yeast inh	x	x	10%	-1%	0%&5%	-1%	2%	-5%	x	0%
EPAC2 ag	x	x	-5%	4%	9%	9%	-6%	5%	x	0%
Abeta rescue	-12%	3%	-10%	-2%	-5%	2%	-8%	10%	-89%[inhibitor]	4%
TDP43 rescue	5%	24%	-7%	-22%	0%	-15%	1%	-2%	25%	-34%[inhibitor]
D3 antag	x	x	0	2	-95*	-3	10	2	x	7

21) Cc1cc(=O)oc2cc(NC(=S)NCc3ccccn3)ccc12
22) O=C1CN(CC(=O)Nc2cccc(Cl)c2Cl)c2ccccc2N1
23) CCN(CC(=O)Nc1ccc2c(c1)OCCO2)S(=O)(=O)c1cccs1
24) O=C(NCCS(=O)(=O)N1CCN(c2ccc(F)cc2)CC1)C(c1ccccc1)c1ccccc1
25) CCCCOc1ncnc2c1[nH]c1ccccc12
26) CC(=O)Nc1cccc(-c2ccnc3c2CC(C)(C(=O)NCc2ccc(N(C)C)cc2)O3)c1 (stereo not given)
27) CN(CC(=O)O/N=C(\N)c1cccc([N+](=O)[O-])c1)S(=O)(=O)c1ccccc1
28) Nc1ccc(S(=O)(=O)Nc2nccc(/C=C/c3ccc([N+](=O)[O-])cc3)n2)cc1
29) CCN(CC)c1ccc(C=Nc2cccnc2Cl)c(O)c1
30) CC(=O)c1ccc(N2CCN(C(=O)/C=C/c3ccc(S(=O)(=O)NCc4ccco4)cc3)CC2)cc1

Compound	21	22	23	24	25	26	27	28	29	30
EPAC2 antag	3%	-19%	2%	x	-6%	19%	-2%	8%	-2%	-5%
D3 ag	-8	2	1	0	8	-9	-7	-1	2	10
FUS suppressor	-18%	28%	23%	2%	8%	-4%	16%	-2%	16%	31%
aSyn yeast inh	2%	-11%	2%	x	-17%	0%	10%	-2%	6%	-2%
EPAC2 ag	7%	15%	2%	x	6%	8%	13%	-3%	5%	3%
Abeta rescue	14%	-3%	14%	-13%	-30%	-6%	1%	-9%	11%	2%
TDP43 rescue	22%	-4%	1%	5%	7%	26%	15%	-6%	7%	x
D3 antag	16	-17	0	x	16	-18	u	3	4	-5

31) Cc1ccc(C)c(Nc2nc3c(S(=O)(=O)c4ccc(C(C)C)cc4)nnn3c3ccsc23)c1
32) CC(C)N(C(=O)COC(=O)c1ccc(Cl)nc1)C(C)C
33) O=C(Cn1cc2c(n1)CCCC2)N1CCCc2ccccc21
34) CN1CCN(c2ccc(Cl)cc2NC(=O)c2cc(=O)[nH]c3ccccc23)CC1
35) O=C(NCc1ccccc1)c1ccc(=O)oc1
36) CC(=O)c1ccc(NC(=O)C(C)OC(=O)CCN=C2NS(=O)(=O)c3ccccc32)cc1 (stereo not given)
37) CC(C)Cn1c(C(C)NC(=O)Cc2ccccc2)nc2ccccc21 (stereo not given)
38) Cc1oc(-c2nc3ccccc3n2C)cc1C(=O)c1ccccc1
39) CCOc1cc(C(=O)NCCN2C(=O)S/C(=C\c3cccnc3)C2=O)cc(OCC)c1OCC
40) CCOc1ccc(N(C)S(=O)(=O)c2ccc3[nH]cc(C(=O)NCC(OC)OC)c(=O)c3c2)cc1

Compound	31	32	33	34	35	36	37	38	39	40
EPAC2 antag	x	-6%	-6%	-5%	2%	1%	-8%	5%	-12%[57.1 µM]	-9%
D3 ag	6	4	-2	-2	-5	-7	-10	3	-3	0
FUS suppressor	-5%	-52%	-9%	-12%	14%	1%	-7%	19%	6%	3%
aSyn yeast inh	x	0%	9%	0%	2%	-2%	7%	-60%[inhibitor]	-1%	-3%
EPAC2 ag	x	9%	1%	5%	-3%	-10%	-12%	5%	-3%	1%
Abeta rescue	-5%	7%	25%	-13%	-7%	11%	9%	-94%[inhibitor]	-10%	-2%
TDP43 rescue	20%	16%	-12%	3%	-18%[1.82 µM]	19%	5%	6%	-15%	2%
D3 antag	x	-6	-11	5	5	-4	-11	-60*	-8	-8

41) CCCNC(=O)N1CCN(S(=O)(=O)c2ccc3c(ccn3C)c2)CC1
42) COc1ccc(C2C(C#N)=C(/N=C/N3CCN(C)CC3)OC3=C2C(=O)CC(C)(C)C3)cc1 (stereo not given)
43) O=C(Nc1ccc(N2CCN(c3ccccc3)CC2)c(F)c1)C1CC1
44) CCOC(=O)c1cc2occc2n1CC(=O)N1CCOCC1
45) O=C(COC(=O)/C=C/c1ccccc1Cl)NCc1ccco1
46) Cc1cn(C2OC[C@@H](O)[C@@H]2CO)c(=O)[nH]c1=O (stereo not given in full)
47) CCOc1cc(C2C(C#N)=C(N)OC3=C2C(=O)CC(C)(C)C3)cc([N+](=O)[O-])c1O (stereo not given)
48) O=c1cc(CN2CCN(S(=O)(=O)c3ccccc3[N+](=O)[O-])CC2)nc2sccn12
49) N#Cc1ccc(S(=O)(=O)N2CCc3[nH]c4ccc(F)cc4c3C2)cc1
50) N#Cc1ccc(NC(=O)c2ccc3c(c2)nnn3C2CCCC2)cc1

Compound	41	42	43	44	45	46	47	48	49	50
EPAC2 antag	x	-19%[57.1 µM]	-2%	0%	6%	11%	-8%	9%	-6%	x
D3 ag	0	-3	-1	-11	-1	0	4	27	-8	-13
FUS suppressor	-8%	-5%	13%	25%	14%	-32%	13%	8%	-26%	-3%
aSyn yeast inh	-2%	6%	4%	-4%	-3%	3%	-2%	-5%	-3%	x
EPAC2 ag	x	-16%	-2%	13%	1%	0%	5%	4%	11%	x
Abeta rescue	-13%	17%	-4%	-1%	-7%	3%	-11%	11%	4%	-23%
TDP43 rescue	0%	0%	3%	-19%	27%	20%	-21%[9.22 µM]	-7%[0.397 µM]	-12%	-14%
D3 antag	x	-22	-7	-21	-13	20	-12	-1	-10	x

# In the list so far, three contain an aryl thioether with sulfur outside any ring.
2) Cc1cc(C)nc(SCC(=O)NNC(=O)c2ccccc2C)n1
11) O=C(CSc1nc(=O)n(Cc2ccncc2)c2c1CCC2)Nc1ccc(F)cc1F
12) Cc1oc(-c2ccccc2Cl)nc1CSc1nc2ncccc2[nH]1

Compound	2	11	12
EPAC2 antag	6%	x	x
D3 ag	3	0	8
FUS suppressor	-8%	3%	3%
aSyn yeast inh	2%	x	x
EPAC2 ag	6%	x	x
Abeta rescue	12%	-12%	3%
TDP43 rescue	16%	5%	24%
D3 antag	15	x	x

# (listing goes on)
51) CC(C)(C)NC(=O)C(c1cccs1)N(Cc1ccc(F)cc1)C(=O)c1csnn1 (stereo not given)
52) Cc1ccc(C(=O)NC2(C(F)(F)F)N=C(c3ccccc3)N(Cc3ccccc3)C2=O)cc1 (stereo not given)
53) Cc1cc(C)c(C)c(OCCCN(C)C)c1
54) O=C1CC(N2CCN(c3ccccn3)CC2)C(=O)N1c1ccc(F)cc1 (stereo not given)
55) COc1cccc(Nc2nc(C(N)c3ccccc3Cl)cs2)n1 (stereo not given)
56) CCCCN(CC)CCCn1cnc2c([nH]c3ccc(Cl)cc32)c1=O

Compound	51	52	53	54	55	56
EPAC2 antag	-10%	x	1%	5%	0%	x
D3 ag	5	-15	-8	2	-4	11
FUS suppressor	19%	-7%	x	1%	22%	-19%
aSyn yeast inh	0%	x	1%	3%	-10%	0%
EPAC2 ag	4%	x	-5%	-7%	15%	x
Abeta rescue	-7%	-8%	15%	-5%	-9%	-7%
TDP43 rescue	12%	-1%	10%	-9%	15%	4%
D3 antag	2	x	u	-6	-25	x

# High-throughput results from PubChem BioAssay.

# Only part of the results is shown; the hit share may differ from the screen's.
